ZTA counter: blocks Epstein-Barr virus ZTA, an EBNA-1 counter-screen. ZTA-DNA binding, fluorescence polarization. P03206. inhibition, % at 11 µM. actives 0.15% (n = 320,000); in the data active = inhibition above about 33%
pPAFAH FP inh: inhibitors of human plasma PAF acetylhydrolase (pPAFAH). recombinant pPAFAH, FP-rhodamine probe fluorescence polarization. inhibition, % at 3.39 µM. actives 1.5% (n = 330,000). Q13093;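 active = inhibition above the mean inhibition across the screen plus 3 SD, cut at about 25% in these data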;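 note: inhibitors block binding of the rhodamine activity-based probe so polarization drops; 0% = enzyme with DMSO and 100% = wells lacking pPAFAH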
Target sequence (Q13093 whole entry, looked up): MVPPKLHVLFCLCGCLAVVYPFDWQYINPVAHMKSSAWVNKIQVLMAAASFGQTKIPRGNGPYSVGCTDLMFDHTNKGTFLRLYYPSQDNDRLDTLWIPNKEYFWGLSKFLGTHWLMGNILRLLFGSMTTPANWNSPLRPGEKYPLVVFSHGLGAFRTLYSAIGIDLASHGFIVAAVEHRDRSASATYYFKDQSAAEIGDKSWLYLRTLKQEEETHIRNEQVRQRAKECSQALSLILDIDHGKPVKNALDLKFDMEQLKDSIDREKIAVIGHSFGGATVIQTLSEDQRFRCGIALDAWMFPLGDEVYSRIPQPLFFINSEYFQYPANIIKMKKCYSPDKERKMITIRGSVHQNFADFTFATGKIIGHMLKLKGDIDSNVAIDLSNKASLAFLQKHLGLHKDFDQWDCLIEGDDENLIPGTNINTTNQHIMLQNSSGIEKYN
LYPLA1 counter: counter-screen for PME1 inhibitors: inhibitors of human LYPLA1; O75608; recombinant LYPLA1, FP-Rh probe fluorescence polarization; inhibition, % at 5.9 µM; actives 0.16% (n = 320,000); AID 2174;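 active = inhibition above the mean of all tested compounds plus 3 SD, set per campaign, cut at about 14% in these data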;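 note: inhibitors block serine hydrolase probe labeling of LYPLA1 so polarization falls; 0% = enzyme with DMSO and 100% = wells lacking LYPLA1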
Target sequence (O75608 whole entry, looked up): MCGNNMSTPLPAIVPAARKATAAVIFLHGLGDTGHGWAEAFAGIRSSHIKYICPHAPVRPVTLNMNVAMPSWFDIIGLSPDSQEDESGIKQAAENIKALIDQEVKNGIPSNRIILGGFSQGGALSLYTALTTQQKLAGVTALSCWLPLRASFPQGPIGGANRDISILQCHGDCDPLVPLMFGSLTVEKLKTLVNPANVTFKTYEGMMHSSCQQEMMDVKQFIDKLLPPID
PAFAH2 FP inh: PAFAH2 (human) inhibition; Q99487; recombinant PAFAH2, FP-rhodamine activity probe, fluorescence polarization; AID 492956; actives 0.99% (n = 340,000); inhibition, % at 3.39 µM;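 active = inhibition above the mean over all tested compounds plus 3 SD, cut at about 30% in these data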;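 note: inhibitors block probe labeling of enzyme so polarization drops; 0% = enzyme with DMSO and 100% = wells lacking PAFAH2 protein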
EBNA-1 inh: blocks EBNA-1 binding to DNA. EBNA-1 DNA binding, fluorescence polarization. inhibition, % at 14.8 µM. actives 0.34% (n = 300,000); in the data active = inhibition above about 28%
PAFAH1B3 FP inh: PAFAH1B3 (human) inhibition | Q15102 | recombinant PAFAH1B3, FP-rhodamine probe, fluorescence polarization | inhibition, % at 3.39 µM | actives 0.28% (n = 340,000);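 active = inhibition above the screen-wide average of all tested compounds plus 3 SD, cut at about 25% in these data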;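 note: 0% = enzyme with DMSO only and 100% = wells lacking PAFAH1B3 protein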
Target sequence (Q15102 whole entry, looked up): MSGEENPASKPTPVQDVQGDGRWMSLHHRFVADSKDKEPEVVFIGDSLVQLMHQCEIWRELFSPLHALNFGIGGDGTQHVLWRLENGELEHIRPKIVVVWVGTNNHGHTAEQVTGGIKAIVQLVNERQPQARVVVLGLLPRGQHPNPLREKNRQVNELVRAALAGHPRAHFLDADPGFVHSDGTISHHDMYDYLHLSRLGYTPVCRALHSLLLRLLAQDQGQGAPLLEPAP
LYPLA2 counter: LYPLA2 (human) inhibition in PME1 counter-screen; recombinant LYPLA2, FP-Rh probe fluorescence polarization; inhibition, % at 5.9 µM; actives 0.38% (n = 320,000); AID 2177;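 active = inhibition above the screen-wide mean plus 3 SD, limit set per campaign, cut at about 26% in these data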;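 note: 0% = LYPLA2 with DMSO and 100% = wells lacking LYPLA2 enzyme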
PREPL inh: inhibitors of human prolyl oligopeptidase-like enzyme PREPL | Q4J6C6 | recombinant PREPL, fluorescence polarization activity-based probe | inhibition, % at 5.96 µM | actives 0.68% (n = 320,000); in the data active = inhibition above about 43%;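 note: 0% = enzyme with DMSO and 100% = wells lacking enzyme; many of its hits are not listed in these tables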
PAFAH1B2 FP inh: inhibitors of human PAFAH1B2 | recombinant PAFAH1B2, FP-rhodamine activity probe, fluorescence polarization | inhibition, % at 3.39 µM | actives 1.2% (n = 340,000);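 active = inhibition above the mean of all tested compounds plus 3 SD, cut at about 24% in these data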;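 note: 0% = enzyme with DMSO and 100% = wells lacking PAFAH1B2; many of its hits are not listed in these tables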
* marks the source's active call; other numbers are inactive results; . = not tested or not shown.

Field names – A = ZTA counter; B = pPAFAH FP inh; C = LYPLA1 counter; D = PAFAH2 FP inh; E = EBNA-1 inh; F = PAFAH1B3 FP inh; G = LYPLA2 counter; H = PREPL inh; I = PAFAH1B2 FP inh
> COc1ccccc1/C=C/C(=O)NCC(=O)N/N=C/c1ccc(C)o1
  A = -3	B = 1	C = 1	D = 5	E = -9	F = 2	G = -3	H = -4	I = -1
> Cc1ccc(SCCc2ccc(C)nc2)cc1
  A = 12	B = 0	C = -3	D = 2	E = -7	F = 12	G = 0	H = 3	I = 28*
> COc1ccccc1NS(=O)(=O)c1cc(NC(=O)c2cccs2)ccc1N1CCOCC1
  A = -13	B = -2	C = -22	D = -16	E = -1	F = -6	G = -39	H = -24	I = -3
> COC(=O)c1c(NC(=O)CC2SCC(C(=O)OC)NC2=O)sc2c1CCCC2 (configuration not stated)
  A = -10	B = 6	C = -3	D = 6	E = -5	F = 10	G = 1	H = 20	I = 1
> CCn1cc(C(=O)N2CCOCC2)c(=O)c2cc(S(=O)(=O)N(C)C)ccc21
  A = -9	B = -3	C = -2	D = 2	E = -7	F = 12	G = 1	H = -3	I = 11
> C=CCNc1oc(COc2ccc(C)cc2)nc1C#N
  A = 7	B = 3	C = 6	D = -6	E = 20	F = 11	G = 4	H = -1	I = 15
> O=c1[nH]c(Cc2ccc(Cl)cc2)nc2ccccc12
  A = -4	B = -1	C = -1	D = 6	E = 13	F = 6	G = -5	H = -1	I = 0
> Cc1cnc(NC(=O)CSc2c(Cl)cccc2Cl)s1
  A = 1	B = 2	C = 1	D = 38*	E = 7	F = -2	G = 3	H = -19	I = 1
> CC(=O)c1ccc(-n2c(C)ccc2-c2ccccc2)cc1
  A = -5	B = 8	C = -3	D = -6	E = 1	F = 9	G = 1	H = 11	I = -2
> O=C(NCCCN1CCOCC1)C(c1ccccc1)c1ccccc1
  A = 0	B = -3	C = 4	D = -2	E = -17	F = 14	G = 1	H = 4	I = 5
> COc1ccc(N(CC(=O)Nc2cc(OC)c(OC)cc2C(=O)O)S(=O)(=O)c2c(C)noc2C)cc1
  A = 0	B = 7	C = -2	D = 4	E = 3	F = 0	G = -2	H = 2	I = 5
> COc1ccc(Cl)cc1NC(=O)CN(c1ccccc1)S(=O)(=O)N(C)C
  A = -9	B = -1	C = -3	D = 7	E = 7	F = -1	G = -1	H = 4	I = -1
> CCOC(=O)C1=C(COC(=O)COc2ccc(C#N)cc2)NC(=O)NC1C (configuration not stated)
  A = 11	B = 17	C = -2	D = -3	E = 2	F = -3	G = 1	H = 6	I = 1
> COc1ccc(CNC(=O)C2(CC3CC(c4ccccc4)=NO3)CCN(C(=O)c3cccc(O)c3)CC2)cc1 (configuration not stated)
  A = -11	B = -2	C = -4	D = -3	E = 6	F = 9	G = -1	H = -9	I = 3
> CCCCn1c(CN2CCOCC2)nc2c1c(=O)n(C)c(=O)n2C
  A = 2	B = 2	C = 3	D = -9	E = 8	F = 3	G = -2	H = -1	I = 3
> C/C(=N\NC(=O)c1ccn[nH]1)c1cn(C)nc1C
  A = -7	B = -2	C = 1	D = 5	E = -1	F = 3	G = -2	H = 2	I = 3
> COC(=O)C1=C(O)/C(=C\c2ccc(O)c(OC)c2)N=C1C
  A = -3	B = -3	C = -7	D = -10	E = -8	F = -1	G = -8	H = 1	I = -4
> CCOC(=O)c1ccc(N2C(=O)C(O)=C(C(C)=O)C2c2ccc(O)c(OC)c2)cc1 (configuration not stated)
  A = -17	B = -3	C = 5	D = 3	E = 4	F = 8	G = 8	H = 12	I = 1
> NC(=O)C1CCCN(C(=O)c2cccc(S(=O)(=O)N(Cc3ccccc3)c3ccccc3)c2)C1 (configuration not stated)
  A = -12	B = 2	C = 0	D = 1	E = .	F = 3	G = 3	H = 3	I = -3
> COC(=O)c1c(NC(=O)CN(c2ccccc2)S(C)(=O)=O)sc2c1CCCC2
  A = 3	B = 8	C = -1	D = -1	E = 7	F = 5	G = -3	H = 0	I = 2

Filtered by structure: the compounds so far with an aryl thioether with sulfur outside any ring
Field names – A = ZTA counter; B = pPAFAH FP inh; C = LYPLA1 counter; D = PAFAH2 FP inh; E = EBNA-1 inh; F = PAFAH1B3 FP inh; G = LYPLA2 counter; H = PREPL inh; I = PAFAH1B2 FP inh
> Cc1ccc(SCCc2ccc(C)nc2)cc1
  A = 12	B = 0	C = -3	D = 2	E = -7	F = 12	G = 0	H = 3	I = 28*
> Cc1cnc(NC(=O)CSc2c(Cl)cccc2Cl)s1
  A = 1	B = 2	C = 1	D = 38*	E = 7	F = -2	G = 3	H = -19	I = 1

The listing continues:
Field names – A = ZTA counter; B = pPAFAH FP inh; C = LYPLA1 counter; D = PAFAH2 FP inh; E = EBNA-1 inh; F = PAFAH1B3 FP inh; G = LYPLA2 counter; H = PREPL inh; I = PAFAH1B2 FP inh
> COc1ccccc1NC(=O)CS(=O)(=O)c1cn(CC(=O)N2CCOCC2)c2ccccc12
  A = -4	B = 10	C = 0	D = 7	E = -1	F = 9	G = 3	H = 6	I = 5
> N#CC1(NC(=O)CSc2nnc3n2CCCCC3)CCCCC1
  A = .	B = -4	C = .	D = 11	E = .	F = 6	G = .	H = 18	I = 8
> O=C(CCc1ccccn1)N1CCCC(CNS(=O)(=O)c2cccs2)C1 (configuration not stated)
  A = -3	B = -1	C = -2	D = 2	E = -13	F = 11	G = -2	H = 8	I = 4
> NS(=O)(=O)c1ccc(CCNC(=O)Nc2ccc(Cl)cc2)cc1
  A = -1	B = 2	C = -5	D = 13	E = 6	F = 8	G = -11	H = -9	I = 2
> CSc1ncc(CN2CCN(CC=C(C)C)C(CCO)C2)cn1 (configuration not stated)
  A = -5	B = -2	C = -1	D = -6	E = -10	F = 1	G = 2	H = 11	I = 1
> Cc1ccc(C)c(-n2c(CNC(=O)c3ccco3)nnc2SCC(=O)N2CCc3ccccc32)c1
  A = -8	B = -3	C = 1	D = -4	E = 3	F = -2	G = 3	H = 17	I = 6
> CCOc1ccc(C(=O)NC(=S)N2CCN(c3ccc(C(F)(F)F)cc3[N+](=O)[O-])CC2)cc1
  A = -6	B = 8	C = -1	D = 5	E = 1	F = -1	G = 7	H = 5	I = 0
> C/C(=N\O)C1(C)N(O)C(C)(C)C(c2ccc(F)cc2)=[N+]1[O-] (configuration not stated)
  A = 14	B = 4	C = 2	D = -9	E = 0	F = 6	G = -1	H = 2	I = 6
> CC(=O)Nc1ccc(S(=O)(=O)NC(CSc2ccc(C(=O)O)cc2[N+](=O)[O-])C(=O)O)cc1 (configuration not stated)
  A = 23	B = 5	C = 2	D = -7	E = 4	F = 7	G = -5	H = -5	I = 3
> CN(CC(=O)OCC(=O)NCC(F)(F)F)S(=O)(=O)c1ccc(Cl)cc1
  A = 3	B = 7	C = 0	D = -3	E = 4	F = 0	G = 5	H = 6	I = 7
> COc1ccc(Cl)cc1NC(=O)C12CCC(C)(C(=O)O1)C2(C)C (configuration not stated)
  A = 7	B = 0	C = -3	D = -2	E = 4	F = 8	G = -8	H = 10	I = 3
> COc1ccc(Cc2nc3ccc(C(=O)NCc4cc(C)no4)cc3o2)cc1OC
  A = 11	B = -1	C = -5	D = 4	E = 14	F = 4	G = -1	H = 5	I = 3
> CCc1cccc2c(C(=O)CN3C(=O)NC4(CCc5ccccc54)C3=O)c[nH]c12 (configuration not stated)
  A = 1	B = -1	C = -8	D = 7	E = 5	F = -2	G = -11	H = -8	I = 9
> O=C(NN/C(=N/S(=O)(=O)c1ccc(Cl)cc1)c1ccccc1)c1ccc(O)cc1
  A = -11	B = 1	C = 13	D = 4	E = 1	F = 0	G = 10	H = 6	I = 4
> COC(=O)[C@]1(C)N[C@H](CN(C)S(=O)(=O)c2ccc(C(C)(C)C)cc2)[C@@H]2C(=O)N(C)C(=O)[C@@H]21
  A = .	B = 1	C = .	D = 3	E = .	F = 5	G = .	H = 11	I = 6
> CCn1c(=NC(=O)c2ccc(N3C(=O)CCC3=O)cc2)sc2c(OC)ccc(OC)c21
  A = -11	B = 0	C = -10	D = -17	E = 7	F = -15	G = -26	H = 1	I = -5
> N#CCC(CNc1ncc(C(F)(F)F)cc1Cl)OC(=O)c1ccc(Cl)cc1 (configuration not stated)
  A = -7	B = 1	C = 1	D = 7	E = 11	F = 1	G = 8	H = -39	I = 19
> Cc1cccc(CNc2ccc(C(CC(N)=O)NC(=O)c3cccc(Br)c3)cc2[N+](=O)[O-])c1 (configuration not stated)
  A = -6	B = -2	C = -3	D = 8	E = 14	F = 4	G = -4	H = 4	I = -2
> COc1ccc(CN2C(=O)NC3(CCCCCC3)C2=O)cc1F
  A = 2	B = 0	C = -2	D = 2	E = 2	F = 9	G = 4	H = -7	I = 1
> COC(=O)c1c(-c2ccc(S(C)(=O)=O)cc2)sc2cc(OC)ccc12
  A = .	B = 11	C = .	D = 8	E = .	F = 3	G = .	H = 38	I = 5

Reformatted with two lines to a compound: 5 of the compounds above.
The line under a structure holds: ZTA counter	pPAFAH FP inh	LYPLA1 counter	PAFAH2 FP inh	EBNA-1 inh	PAFAH1B3 FP inh	LYPLA2 counter	PREPL inh	PAFAH1B2 FP inh
- COC(=O)[C@]1(C)N[C@H](CN(C)S(=O)(=O)c2ccc(C(C)(C)C)cc2)[C@@H]2C(=O)N(C)C(=O)[C@@H]21
  .	1	.	3	.	5	.	11	6
- CCn1c(=NC(=O)c2ccc(N3C(=O)CCC3=O)cc2)sc2c(OC)ccc(OC)c21
  -11	0	-10	-17	7	-15	-26	1	-5
- N#CCC(CNc1ncc(C(F)(F)F)cc1Cl)OC(=O)c1ccc(Cl)cc1 (configuration not stated)
  -7	1	1	7	11	1	8	-39	19
- Cc1cccc(CNc2ccc(C(CC(N)=O)NC(=O)c3cccc(Br)c3)cc2[N+](=O)[O-])c1 (configuration not stated)
  -6	-2	-3	8	14	4	-4	4	-2
- COc1ccc(CN2C(=O)NC3(CCCCCC3)C2=O)cc1F
  2	0	-2	2	2	9	4	-7	1

(next part)
Field names – A = ZTA counter; B = pPAFAH FP inh; C = LYPLA1 counter; D = PAFAH2 FP inh; E = EBNA-1 inh; F = PAFAH1B3 FP inh; G = LYPLA2 counter; H = PREPL inh; I = PAFAH1B2 FP inh
> Cc1cccc(NC(=O)c2sc(NC(=O)c3ccco3)c(C#N)c2C)c1C
  A = -1	B = 1	C = -2	D = 6	E = -16	F = 5	G = 1	H = -2	I = 5
> O=C(CSc1cn(CC(=O)N2CCCCCC2)c2ccccc12)NCC1CCCO1 (configuration not stated)
  A = 11	B = -1	C = 0	D = 4	E = -7	F = 9	G = 3	H = -2	I = 8
> COc1cccc(NC(=O)CN(C)S(=O)(=O)c2ccc3c(c2)n(C)c(=O)c(=O)n3C)c1
  A = -4	B = 3	C = 2	D = 4	E = -2	F = 5	G = 4	H = -2	I = -1
> CC[C@]12c3[nH]c4ccccc4c3CCN1C(=O)C(CC(=O)NCCCn1ccnc1)C[C@@H]2C(=O)N1CCN(C(=O)c2ccco2)CC1 (some centres not stated)
  A = .	B = -2	C = .	D = -4	E = .	F = 4	G = .	H = 18	I = 6
> CCOC(=O)c1c(-c2cccs2)csc1NC(=O)CN1CC(C)OC(C)C1 (configuration not stated)
  A = -13	B = 16	C = 2	D = 1	E = -1	F = -1	G = 6	H = -1	I = 4
> CC1CCCCC12NC(=O)N(CC(=O)Nc1ccccc1N1CCOCC1)C2=O (configuration not stated)
  A = 6	B = 2	C = 1	D = -4	E = 0	F = 7	G = 4	H = 5	I = -5
> Cc1ccc(C(=O)NNC(=O)c2ccc3c(c2)OCCO3)cc1
  A = -10	B = 0	C = 2	D = -5	E = .	F = 2	G = 4	H = 14	I = 1
> O=C1NCCOC(=O)[C@@H](Cc2ccc(F)cc2)C/C=C\C[C@@H]1CC(=O)N(CCO)Cc1ccccc1
  A = .	B = 4	C = .	D = -1	E = .	F = 1	G = .	H = 17	I = 26*

Bioassay records deposited in PubChem by The Scripps Research Institute Molecular Screening Center.

An excerpt; the hit share may differ from the screen's.
